EZH2 inh: EZH2 (human) methyltransferase inhibition; Q15910; PRC2 H3K27 methylation, DELFIA TRF, 1 h; inhibition, % at 12.5 µM; 57,000 compounds, 0.35% hits; AID 651548;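 active = mean inhibition of replicates at least 50% and every single replicate also reaching 50%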;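 note: dimethyl H3K27 on biotinylated H3 21-44 peptide detected by antibody; plate controls were median neutral control wells for no effect and median positive control wells for full effect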
IDH1 R132H inh: inhibitors of human IDH1 R132H | O75874 | IDH1 R132H reductase, diaphorase/resazurin fluorescence, 60 min | 70,000 compounds, 0.18% hits | inhibition, % at 10 µM; in the data active = inhibition above about 34%;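 note: 0% = DMSO and 100% = no enzyme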
Target sequence (O75874 whole entry R132H): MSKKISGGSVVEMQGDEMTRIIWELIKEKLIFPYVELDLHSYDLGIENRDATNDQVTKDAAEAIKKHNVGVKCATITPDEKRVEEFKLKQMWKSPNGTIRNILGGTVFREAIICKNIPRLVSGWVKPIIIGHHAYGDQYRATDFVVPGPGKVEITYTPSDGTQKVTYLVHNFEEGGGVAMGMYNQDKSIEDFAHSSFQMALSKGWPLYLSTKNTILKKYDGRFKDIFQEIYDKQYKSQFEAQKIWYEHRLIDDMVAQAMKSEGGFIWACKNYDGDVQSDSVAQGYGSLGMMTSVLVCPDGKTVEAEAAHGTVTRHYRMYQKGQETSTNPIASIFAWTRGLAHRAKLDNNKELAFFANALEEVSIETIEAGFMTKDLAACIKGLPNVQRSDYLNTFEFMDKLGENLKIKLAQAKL
Numbers without * were called inactive; · = no result given. Only part of the results is shown. The share of hits here may be higher or lower than overall.

SMILES | EZH2 inh | IDH1 R132H inh
C[C@@H]1CCCCO[C@@H](CN(C)Cc2ccccc2)[C@H](C)CN([C@H](C)CO)C(=O)c2cc(NC(=O)Nc3ccc(C(F)(F)F)cc3)ccc2O1 | · | 3.9
COCCNC(=O)c1cc2c(c(-c3cccc(-c4cccc(F)c4)c3)n1)[C@@H](CCO)N([S@](=O)C(C)(C)C)C2 | 10 | -0.1
Cc1ccc(C)c(S(=O)(=O)NC(C)C(=O)Nc2ccc(Br)cc2F)c1 (stereo unspecified) | 14 | 4.0
COc1ccc(NC(=O)Nc2cccc3c2O[C@@H](CN(C)Cc2ccc(Cl)c(Cl)c2)[C@H](C)CN([C@@H](C)CO)C3=O)cc1 | · | 1.6
CC(C)(C)OC(=O)NC/C=N/NC(=O)CCCCC(=O)NO | -33 | 0.3
C[C@@H]1CN([C@@H](C)CO)S(=O)(=O)c2ccc(-c3cccc(F)c3)cc2O[C@@H]1CN(C)S(=O)(=O)c1ccccc1 | -3 | 0.3
CO[C@@H]1CN(C)C(=O)c2ccc(NC(=O)NC(C)C)cc2OC[C@H](C)N(C)C[C@@H]1C | 7 | 0.7
C[C@H]1CN([C@@H](C)CO)C(=O)c2cc(NS(=O)(=O)c3ccc(Cl)cc3)ccc2O[C@@H]1CN(C)CC1CC1 | 6 | -0.1
O=C(C[C@@H]1C[C@@H]2c3cc(NS(=O)(=O)c4ccc(F)cc4)ccc3O[C@@H]2[C@@H](CO)O1)N1CCCCC1 | 2 | 0.2
CCOC(=O)c1c(NC(=O)c2ccc(C)c(S(=O)(=O)N3CCOCC3)c2)sc2c1CCC2 | -1 | 0.3
Cc1noc(C)c1NC(=O)Nc1cccc2c1O[C@H](CN(C)C(=O)Nc1ccc(F)cc1)[C@H](C)CN([C@H](C)CO)C2=O | · | 2.0
N#Cc1c(NC(=O)Cn2c(=O)oc3ccccc32)sc2c1CCCC2 | -3 | 0.6
CO[C@@H]1CC[C@@H]2CCOc3c(C#N)cccc3C(=O)N(C)[C@@H](C)C(=O)N(C)C[C@H]1O2 | 0 | 0.4
COc1ccc(S(=O)(=O)Nc2cccc3c2O[C@@H](CN(C)CC2CC2)[C@H](C)CN([C@H](C)CO)C3=O)cc1 | · | 0.0
C[C@@H]1CN([C@@H](C)CO)C(=O)c2cccc(NC(=O)c3ccncc3)c2O[C@@H]1CN(C)CC1CC1 | -3 | 1.1
COCC(=O)N[C@@H]1C=C[C@@H](CC(=O)NCc2ccccc2OC)O[C@@H]1CO | -3 | 0.3
Cc1cc(C)c2oc(-c3ccc(NC(=O)COc4ccc([N+](=O)[O-])cc4)cc3)nc2c1 | -14 | 0.1
C[C@H]1CN([C@@H](C)CO)C(=O)c2cccc(NC(=O)c3nc4ccccc4s3)c2O[C@@H]1CN(C)S(=O)(=O)c1ccc(F)cc1 | · | -1.1
O=C(CCN1CCCCC1)NCC[C@H]1CC[C@@H](NC(=O)C2CCOCC2)[C@H](CO)O1 | 8 | 0.2
O=C(C[C@H]1C[C@@H]2c3cc(NC(=O)Nc4ccccc4)ccc3O[C@@H]2[C@H](CO)O1)NCc1ccncc1 | -2 | 0.0
COc1ccccc1-c1cn(CC[C@H]2CC[C@@H](NC(=O)c3cnccn3)[C@@H](CO)O2)nn1 | -3 | -0.3
Cc1cccc(NC(=O)c2ccc(OC(C)C(=O)Nc3ccc(Br)cc3)cc2)c1C (stereo unspecified) | -13 | 0.0
C[C@@H]1CN([C@H](C)CO)C(=O)c2cccc(NC(=O)Nc3cccc4ccccc34)c2O[C@H]1CN(C)C(=O)Nc1ccc(F)cc1 | -30 | -0.8
CO[C@@H]1CN(C)C(=O)c2cc(NC(C)=O)ccc2OC[C@H](C)N(Cc2ccc(F)cc2)C[C@@H]1C | 2 | -0.1
CC1OC(OCC2OC(O[C@H]3CC[C@@]4(C)C(CC[C@@]5(C)C6=C(CCC45)C4CC(C)(C)CC[C@]4(C(=O)OC4OC(CO)C(O)C(O)C4O)CC6)C3(C)C)C(O)C(O)C2O)C(O)C(O)C1O (stereo partly specified) | 28 | -0.3
New compounds follow.
SMILES | EZH2 inh | IDH1 R132H inh
C[C@H]1CN([C@@H](C)CO)C(=O)c2cc(C#Cc3ccccn3)cnc2O[C@@H]1CN(C)Cc1cccnc1 | -3 | -0.5
CO[C@H](CN(C)S(=O)(=O)c1ccccc1)[C@H](C)CN(Cc1ccccc1Cl)[C@@H](C)CO | 24 | -0.8
COC(=O)c1ccccc1NC(=O)CSc1nc2c(cc1C#N)CCCCC2 | 24 | 0.0
O=c1cc(Nc2ccccc2)cc[nH]1 | 2 | -2.1
CO[C@@H]1CN(C)C(=O)c2cc(NC(=O)c3ccccc3)ccc2OC[C@@H](C)N(CC2CC2)C[C@H]1C | -17 | ·
C[C@H]1CN([C@@H](C)CO)C(=O)c2cc(C#CC(C)(C)O)cnc2O[C@@H]1CN(C)Cc1cccc(F)c1 | -5 | -1.3
C[C@@H]1CN([C@H](C)CO)S(=O)(=O)c2ccc(-c3ccccc3F)cc2O[C@@H]1CN(C)CC1CC1 | -14 | 0.8
O=C(C[C@H]1C[C@H]2c3cc(NC(=O)C4CCOCC4)ccc3O[C@H]2[C@@H](CO)O1)NCc1ccccn1 | 3 | -0.1
C[C@@H]1CN([C@H](C)CO)C(=O)c2cc(C#CC3CCCCC3)cnc2O[C@@H]1CN(C)C(=O)NC1CCCC1 | -31 | ·
COc1ccc(CN(C)C[C@@H]2Oc3ccc(NC(=O)Nc4ccc(C(F)(F)F)cc4)cc3C(=O)N([C@H](C)CO)C[C@H]2C)cc1 | · | -1.4
C[C@@H]1CCCCO[C@@H](CN(C)C(=O)CCC(F)(F)F)[C@H](C)CN([C@H](C)CO)C(=O)c2cc(N(C)C)ccc2O1 | -21 | -1.3
O=C(Nc1ccc(C(F)(F)F)cc1)N[C@@H]1CC[C@@H](CCNC(=O)c2ccccc2F)O[C@@H]1CO | 4 | 0.1
COc1ccc(C)cc1S(=O)(=O)N(C)CC(=O)Nc1ccc2c(c1)OCCO2 | -24 | -0.3
CC(C)CC#Cc1cnc2c(c1)C(=O)N([C@H](C)CO)C[C@H](C)[C@@H](CN(C)C(=O)c1ccccc1)O2 | · | -0.1
O=C(CCn1cnc2ccccc2c1=O)Nc1ccc(F)c(C(F)(F)F)c1 | -4 | 0.2
COCC(=O)N1C[C@@H](C)[C@@H](OC)CN(C)C(=O)c2cc(NC(=O)c3cc(C)on3)ccc2OC[C@@H]1C | 7 | -0.9
CCCC#Cc1ccc2c(c1)O[C@H](CN(C)C(=O)CC)[C@@H](C)CN([C@@H](C)CO)S2(=O)=O | -25 | 8.1
Cc1ccc(S(=O)(=O)N[C@@H]2CC[C@H](CCNC(=O)C3CCOCC3)O[C@@H]2CO)cc1 | 2 | 0.0
C[C@H](CO)N1C[C@H](C)[C@@H](CN(C)Cc2ccc(Oc3ccccc3)cc2)Oc2ccc(NC(=O)Cc3ccccc3)cc2CC1=O | · | -1.3
C[C@@H]1CN([C@H](C)CO)S(=O)(=O)c2ccc(C3=CCCC3)cc2O[C@H]1CN(C)C(=O)Cc1ccncc1 | -4 | 25
Cc1ccc(-c2nn(CC(=O)NCCN3CCOCC3)c(=O)c3ccccc23)cc1 | 7 | -0.3
C[C@H](CO)N1C[C@H](C)[C@@H](CN(C)Cc2ccc(C(F)(F)F)cc2)Oc2c(cccc2N(C)C)C1=O | -18 | ·
C[C@H](CO)N1C[C@H](C)[C@H](CN(C)C(=O)CC2CC2)Oc2cc(-c3cncnc3)ccc2S1(=O)=O | 0 | -2.6
O=S(=O)(N[C@@H]1CC[C@H](CCn2cc(-c3cccnc3)nn2)O[C@H]1CO)c1ccc(Cl)cc1 | 9 | -0.3
COc1ccc(Cl)cc1NC(=O)C(C)n1cc([N+](=O)[O-])cn1 (stereo unspecified) | -14 | -0.1

Complete entries, looked up by structure. Order of values: EZH2 inh	IDH1 R132H inh
Results for C[C@@H]1CCCCO[C@@H](CN(C)C(=O)CCC(F)(F)F)[C@H](C)CN([C@H](C)CO)C(=O)c2cc(N(C)C)ccc2O1 = -21	-1.3
Results for COC(=O)c1ccccc1NC(=O)CSc1nc2c(cc1C#N)CCCCC2 = 24	0.0
Results for COc1ccc(C)cc1S(=O)(=O)N(C)CC(=O)Nc1ccc2c(c1)OCCO2 = -24	-0.3

5 structures out of the list, arranged by number of heavy atoms, lowest first.
SMILES | EZH2 inh | IDH1 R132H inh
COc1ccc(Cl)cc1NC(=O)C(C)n1cc([N+](=O)[O-])cn1 (stereo unspecified) | -14 | -0.1
CO[C@H](CN(C)S(=O)(=O)c1ccccc1)[C@H](C)CN(Cc1ccccc1Cl)[C@@H](C)CO | 24 | -0.8
O=C(Nc1ccc(C(F)(F)F)cc1)N[C@@H]1CC[C@@H](CCNC(=O)c2ccccc2F)O[C@@H]1CO | 4 | 0.1
C[C@H](CO)N1C[C@H](C)[C@@H](CN(C)Cc2ccc(C(F)(F)F)cc2)Oc2c(cccc2N(C)C)C1=O | -18 | ·
C[C@H]1CN([C@@H](C)CO)C(=O)c2cc(NS(=O)(=O)c3ccc(Cl)cc3)ccc2O[C@@H]1CN(C)CC1CC1 | 6 | -0.1

Additional compounds:
SMILES | EZH2 inh | IDH1 R132H inh
COc1ccc(OC(=O)N(C)C[C@H]2OCc3cn(nn3)CCCC(=O)N([C@H](C)CO)C[C@H]2C)cc1 | 1 | -0.2
C[C@H]1CN([C@@H](C)CO)C(=O)c2cccc(NC(=O)C3CCCCC3)c2O[C@H]1CN(C)Cc1ccncc1 | -1 | -0.3
C[C@@H]1CN([C@@H](C)CO)S(=O)(=O)c2ccc(C3=CCCC3)cc2O[C@H]1CN(C)C(=O)c1ccc(F)cc1 | 3 | -0.7
O=C(O)CCCCCC(=O)N/N=C/c1ccc(F)cc1 | -9 | 0.2
CNC[C@@H]1Oc2cc(C#CCOC)ccc2S(=O)(=O)N([C@H](C)CO)C[C@H]1C | -13 | 0.9
COc1ccccc1NC(=O)CN1C(=O)C2C3CCC(C3)C2C1=O (stereo unspecified) | · | -0.3
Cc1ccc(S(=O)(=O)Nc2ccc3c(c2)CC(=O)N([C@H](C)CO)C[C@@H](C)[C@@H](CN(C)S(=O)(=O)c2c(C)noc2C)O3)cc1 | · | -1.1
C[C@@H]1CN([C@@H](C)CO)C(=O)c2cc(NS(=O)(=O)c3cccs3)ccc2O[C@@H]1CN(C)C(=O)Nc1ccc2c(c1)OCO2 | · | 1.9
N#Cc1c(NC(=O)CN2CCN(Cc3ccccc3)CC2)sc2c1CCCC2 | · | 0.3
O=C(O)C[C@H]1CC[C@@H](NC(=O)c2ccncc2)[C@@H](CO)O1 | -1 | 0.1
O=C(C[C@@H]1C[C@H]2c3cc(NS(=O)(=O)c4ccc(F)cc4)ccc3O[C@H]2[C@H](CO)O1)N1CCCCC1 | 9 | 0.1
C[C@@H]1CN([C@H](C)CO)C(=O)Cc2cc(NC(=O)C3CCCCC3)ccc2O[C@@H]1CN(C)S(=O)(=O)c1cn(C)cn1 | · | 5.5
CC(=O)N(C)C[C@@H]1Oc2cc(-c3ccncc3)ccc2S(=O)(=O)N([C@H](C)CO)C[C@H]1C | -21 | 4.8
CO[C@@H]1CN(C)C(=O)c2cc(NC(=O)c3cccc(Oc4ccccc4)c3)ccc2OC[C@H](C)NC[C@H]1C | -27 | -0.1
Cc1ccc(S(=O)(=O)N(C)C[C@H]2Oc3ccc(NS(=O)(=O)c4ccccc4)cc3C(=O)N([C@H](C)CO)C[C@@H]2C)cc1 | · | -0.4
Cc1ccc(F)cc1S(=O)(=O)N[C@@H]1CCN(Cc2ccc3c(c2)OCO3)C1 | -6 | ·
CO[C@@H]1CN(C)C(=O)c2cc(NC(=O)c3ccc(F)cc3)ccc2OC[C@@H](C)N(C)C[C@@H]1C | 2 | 0.3
C[C@@H]1CCCCO[C@H](CN(C)S(=O)(=O)c2ccccc2)[C@@H](C)CN([C@@H](C)CO)C(=O)c2cc(NC(=O)NC3CCCCC3)ccc2O1 | · | 3.7
CC(=O)N(C)C[C@@H]1Oc2cc(-c3ccc(F)cc3)ccc2S(=O)(=O)N([C@H](C)CO)C[C@H]1C | 18 | -2.4
CCCNC(=O)N[C@@H]1C=C[C@H](CC(=O)N2CCN(C)CC2)O[C@@H]1CO | -9 | 0.3
COc1ccc(C(C)C)cc1S(=O)(=O)n1nnc2ccccc21 | -11 | 0.0
C[C@@H]1CCCCO[C@H](CN(C)S(=O)(=O)c2ccccc2)[C@H](C)CN([C@@H](C)CO)C(=O)c2cc(NC(=O)CCCN(C)C)ccc2O1 | · | 89*
Cc1noc(C)c1NC(=O)Nc1ccc2c(c1)CC(=O)N([C@H](C)CO)C[C@@H](C)[C@@H](CN(C)Cc1ccc(C(F)(F)F)cc1)O2 | -1 | 0.1
C[C@H](CO)N1C[C@H](C)[C@@H](CN(C)S(=O)(=O)c2cccs2)Oc2ccc(NS(=O)(=O)c3ccc(Cl)cc3)cc2CC1=O | · | -0.4
Cc1cc(C)cc(N(C(C)C(=O)Nc2cccc(Cl)c2)S(C)(=O)=O)c1 (stereo unspecified) | -3 | 0.2
CN(C)CC(=O)N[C@H]1CC[C@H](CCNC(=O)Nc2ccc(F)cc2)O[C@@H]1CO | -10 | -0.2
C[C@@H]1CN([C@H](C)CO)S(=O)(=O)c2ccc(-c3cccc(C#N)c3)cc2O[C@H]1CN(C)C | · | 0.4
COc1ccc(NC(=O)N(C)C[C@@H]2Oc3ccc(NC(=O)Cc4ccccc4)cc3CC(=O)N([C@H](C)CO)C[C@@H]2C)cc1 | 1 | ·
CO[C@H]1CN(C)C(=O)c2cc(NS(=O)(=O)CC(F)(F)F)ccc2OC[C@@H](C)N(Cc2nccs2)C[C@@H]1C | -1 | 0.5

Assay outcomes from PubChem BioAssay.
